Vif-A3F inh: blocks the Vif interaction with APOBEC3F; HeLa A3F-eYFP + Vif (tagged APOBEC3F with the HIV-1 protein that degrades it), YFP fluorescence increase; Potency, µM (titrated, usually from 46.1 µM), for inactives: top-dose activity, negative = active; 0.2% of 390,000 active; further: % of control where 0% means no effect; nearly all actives have a fitted effect of over 65% in size
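Fluorescence increase (Ex 488/Em 500-530) after overnight compound treatment at 37 deg C flags inhibition of Vif-driven A3F-eYFP loss in stable HeLa A3F-eYFP/Vif cells seeded overnight beforehand.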
USP1-UAF1 inh: inhibitors of human USP1/UAF1 deubiquitinase. O94782. recombinant USP1/UAF1, Ub-Rhodamine cleavage fluorescence. Potency, µM (doses to about 57.1 µM), for inactives: at the top dose activity change, negative = inhibition, hits mostly inhibitors. 0.23% of 390,000 active; further: on the % scale 0 is the no-effect control and ±100 the full control effect; nearly all actives have a fitted effect of over 60% in size; inactives centre near -12
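1 nM enzyme complex + cpd, 15 min RT; start with Ub-Rho 150nM final; kinetic fluorescence ex 480/em 540, 6 reads q60 s. Buffer 50mM HEPES pH 7.8, 0.5mM EDTA, 0.1 mg/ml BSA, 1mM TCEP, 0.01% Tween-20.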
RGS4 inh: human RGS4 inhibition. P49798. Transcreener GDP fluorescence polarization, RGS4-accelerated GTP hydrolysis. Potency, µM (titrated, usually from 114 µM), inactives show top-dose activity change, negative = inhibition, most hits filed as inhibitors. 0.039% of 390,000 active; further: on the % scale 0 is the no-effect control and ±100 the full control effect; nearly all actives have a fitted effect of over 75% in size; some results filed as inactive show a strong effect at the top dose
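MLSMR compounds (23 nl, pin-transferred) preincubated 10 min at room temperature with a 500nM (2x) first reagent, then RGS4 at 900nM (2x) plus Transcreener GDP mix added; fluorescence polarization (620/688 nm) read before and after 90 min at 30 °C.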
TrxR1 inh: blocks rat thioredoxin reductase 1 | recombinant rTrxR1, NADPH fluorescence consumption, selenite substrate | AID 588453 | O89049 | Potency, µM (highest dose often 114 µM), for the others: at the highest dose activity change, negative = inhibition, hits mostly inhibitors | 1% of 390,000 active; further: on the % scale 0 is the no-effect control and ±100 the full control effect; nearly all actives have a fitted effect of over 65% in size
Target sequence (O89049 whole entry, looked up): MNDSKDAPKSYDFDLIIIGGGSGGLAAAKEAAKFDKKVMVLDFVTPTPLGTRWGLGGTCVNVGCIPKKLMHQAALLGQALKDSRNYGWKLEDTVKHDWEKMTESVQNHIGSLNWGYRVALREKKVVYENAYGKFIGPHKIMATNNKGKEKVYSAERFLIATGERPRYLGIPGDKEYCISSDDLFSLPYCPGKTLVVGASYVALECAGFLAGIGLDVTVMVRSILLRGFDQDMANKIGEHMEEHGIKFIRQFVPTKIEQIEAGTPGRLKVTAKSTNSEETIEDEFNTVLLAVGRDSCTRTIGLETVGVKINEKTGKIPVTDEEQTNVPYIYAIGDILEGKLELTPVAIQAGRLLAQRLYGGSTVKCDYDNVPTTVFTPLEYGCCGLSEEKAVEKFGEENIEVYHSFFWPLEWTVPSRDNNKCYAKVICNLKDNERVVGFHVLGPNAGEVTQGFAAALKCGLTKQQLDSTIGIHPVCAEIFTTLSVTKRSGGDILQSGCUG
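Rat TrxR1 (90 nM in the dispensed reagent) was pre-reduced with 400 uM NADPH for 5 min at room temperature, then incubated with compound for 15 min. After 400 uM selenite was added, NADPH fluorescence (Ex 340/Em 450 nm) was followed for 8 min.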
TrxR1 substrate: rat thioredoxin reductase 1 substrate activity; O89049; purified TrxR1 substrate turnover, NADPH consumption readout; Potency, µM (titrated, usually from 114 µM), for inactives: at the top dose activity change, negative = substrate turnover; 0.01% of 390,000 active; AID 588456; further: on the % scale 0 is the no-effect control and ±100 the full control effect; nearly all actives have a fitted effect of over 50% in size
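Rat TrxR1, dispensed at 90 nM, was prereduced with 400 uM NADPH (final) for 5 min at ~22 deg C, then incubated with compound 15 min before 400 uM selenite. A first-read NADPH fluorescence drop versus no-compound background flagged substrates.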
12-LOX inh: inhibitors of human 12S-lipoxygenase ALOX12; P18054; purified 12hLO, xylenol orange hydroperoxide absorbance; Potency, µM (doses to about 108 µM), for inactives: at the highest dose activity change, negative = inhibition, hits mostly inhibitors; 1.1% of 580,000 active; further: on the % scale 0 is the no-effect control and ±100 the full control effect
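Purified human 12hLO at 150 nM in 25 mM Hepes, 0.01% Triton X-100, pH 7.0, preincubated 15 min at room temperature with compound. Reaction started with 40 uM arachidonic acid, 30 min at room temperature. Hydroperoxide measured by Fe-xylenol orange, 573/405 nm absorbance ratio.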
RXFP1 agonist: activates the human relaxin receptor RXFP1. HEK293T-RXFP1 cAMP TR-FRET, 30 min; response scale: percent of porcine relaxin response, buffer zero. 0.3% of 370,000 active. AID 2676. Q9HBX9. Potency, µM (highest dose often 57.5 µM), for the others: top-dose activation, usual class: activators; further: on the % scale 0 is the no-effect control and ±100 the full control effect; nearly all actives have a fitted effect of over 60% in size; many of its hits are not listed in these tables
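cAMP rise read by TR-FRET after 30 min, 37C compound exposure (up to 58 uM) in RXFP1-transfected HEK293 cells with Ro 20174 present. EC50 from Hill-equation fits, with 29 nM porcine relaxin as 100% and buffer as basal.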
IDH1 R132H inh: human IDH1 R132H inhibition; O75874; IDH1-R132H enzyme, NADPH consumption, diaphorase/resazurin fluorescence; Potency, µM (highest dose often 76.6 µM), for the others: top-dose activity change, negative = inhibition, usual class: inhibitors; 0.093% of 390,000 active; AID 602179; further: on the % scale 0 is the no-effect control and ±100 the full control effect; nearly all actives have a fitted effect of over 65% in size
Target sequence (O75874 whole entry R132H, stated change not applied): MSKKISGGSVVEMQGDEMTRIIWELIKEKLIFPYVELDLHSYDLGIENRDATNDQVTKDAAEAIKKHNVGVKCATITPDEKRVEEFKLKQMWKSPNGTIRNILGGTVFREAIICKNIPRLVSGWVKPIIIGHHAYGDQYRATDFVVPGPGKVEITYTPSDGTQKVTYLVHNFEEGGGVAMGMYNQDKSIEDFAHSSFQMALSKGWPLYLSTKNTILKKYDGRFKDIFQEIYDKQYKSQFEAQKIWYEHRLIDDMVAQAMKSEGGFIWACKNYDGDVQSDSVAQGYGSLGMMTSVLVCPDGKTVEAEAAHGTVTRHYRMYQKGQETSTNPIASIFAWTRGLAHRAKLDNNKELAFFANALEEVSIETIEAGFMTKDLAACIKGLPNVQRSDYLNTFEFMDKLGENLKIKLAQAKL
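IDH1-R132H (0.5 ug/mL) preincubated 30 min with compound, then NADPH (0.016 mM) and alpha-KG (2 mM) added; 80 min at RT, pH 7.5. Remaining NADPH coupled via diaphorase/resazurin to fluorescence (540/590 nm); concentration-response curves normalized to no-enzyme control.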
Vif-APOBEC3G blk: inhibitors of Vif-APOBEC3G interaction; Q9HC16; HeLa A3G-eYFP + Vif (tagged APOBEC3G with the HIV-1 protein that degrades it), YFP fluorescence, overnight; Potency, µM (doses to about 46.1 µM), without a hit: at the top dose activity, negative = active, actives largely listed as inhibitors; 0.076% of 410,000 active;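 further: on the % scale 0 is the no-effect control and ±100 the full control effect; nearly all actives have a fitted effect of over 60% in size; hits raise eYFP signal because A3G escapes Vif-driven loss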
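HeLa cells stably expressing Vif and C-terminally eYFP-tagged A3G, seeded overnight at 37 deg C, then exposed to compound by pintool overnight at 37 deg C. Rise in yellow fluorescence (Ex 488/Em 500-530, Acumen) marks blocked Vif-driven A3G degradation.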
Numbers without * were called inactive; ? = inconclusive; / = no result given; & = joins results of further samples; [ ] = dose if it differs, or a comment. The call rests on the fitted dose curve; in most records, active means well fitted curve in the direction sought with a large enough effect; inconclusive means small, poorly fitted or top-dose-only effect, or another doubt; inactive means no such curve, though single readings can be large; an effect the other way counts as inactive or inconclusive. Potency means the concentration at half of the fitted maximal effect. An excerpt; the hit share may differ from the screen's.

SMILES	Vif-A3F inh	USP1-UAF1 inh	RGS4 inh	TrxR1 inh	TrxR1 substrate	12-LOX inh	RXFP1 agonist	IDH1 R132H inh	Vif-APOBEC3G blk
CCc1noc(C)c1C(=O)N(CCCOC)c1c(N)n(Cc2ccccc2)c(=O)[nH]c1=O	8.1%	-22.4%	-22.0%	11.5%	16.9%[57.1 µM]	-10.3%	0.8%	5.2%	-6.0%
CCOc1ccc2c(=O)c(Oc3ccccc3OCC)coc2c1	-6.2%	-8.9%	14.5%	1.5%	-1.8%	26.1%&-18.5%	2.2%	7.5%	-0.5%
CCN(CC)S(=O)(=O)c1ccc2c(c1)[nH]c(=S)n2CC	7.4%	2.0%	-4.8%	-0.1%[57.1 µM]	6.5%[57.1 µM]	-27.0%	0.4%	1.9%	0.4%
CCCc1c(C(=O)N/N=C/c2cccc(OCc3ccc(F)cc3)c2)nnn1-c1nonc1N	2.6%	-9.5%	-3.8%	12.6%	2.2%	-0.9%	1.9%	0.0%	-0.4%
O=C(c1cc(Br)c(Br)s1)N1CCOCC1	-1.9%	-13.4%	-10.2%	5.1%	0.1%	-7.3%	1.8%	1.3%	0.3%
C=CCN(CC(=O)NC1CC1)S(=O)(=O)c1cccc(C(F)(F)F)c1	1.6%	-16.3%	-13.6%	11.7%	1.9%	?	/	-2.2%	0.2%
C=CCN1C(=O)/C(=c2\sc3nc(=O)c(Cc4ccccc4)nn3c2=O)c2ccccc21	12.4%	-9.1%	?	?	-10.2%[57.1 µM]	?	1.5%	-5.4%	-1.1%
CCOc1ccccc1CNc1ccc(N2CCOCC2)c(C(=O)O)c1	-29.8%	-8.0%	11.3%	16.5%	2.2%	1.1%&34.1%	-0.5%	4.0%	1.9%
COc1ccc(Cl)cc1NC(=O)CN(C)C(=O)C1CCN(C(=O)Nc2ccccc2)CC1	-4.6%	-9.1%	-11.5%	3.2%	-2.3%	0.0%	-0.8%	7.1%	-0.1%
COc1ccc(NC(=O)C2CCN(C(=O)C3CC(=O)N(c4ccc(C)cc4)C3)CC2)c(OC)c1 (stereo not given)	0.1%	-5.3%	-26.8%	4.7%	-1.4%	9.4%	0.2%	-0.8%	-0.7%
COc1ccc(/C=N/NC(=O)C2C3CCCCC32)cc1OC (stereo not given)	0.3%	-18.4%	15.7%	16.4%[57.1 µM]	10.4%[57.1 µM]	10.8%	-0.3%	8.6%	-1.6%
COc1cccc(-c2nnc(SC(C(=O)c3c[nH]c4ccccc34)c3ccccc3)n2C)c1 (stereo not given)	2.0%	-9.2%	-2.7%	12.7%[57.1 µM]	-2.3%[57.1 µM]	-7.2%	0.1%	4.8%	-13.6%
O=C(CNC(=O)c1ccccc1Cl)OCc1cc(=O)n2nc(C3CC3)sc2n1	-0.2%	-15.9%	-9.9%	8.7%[57.1 µM]	5.0%[57.1 µM]	-22.9%	20.0%	0.0%	2.8%
O=C(Nc1nc(-c2cccs2)cs1)c1ccc(S(=O)(=O)N2CCCCC2)cc1	5.1%	-17.3%	-13.7%	8.6%	-1.0%	3.2%	-0.4%	-8.0%	4.9%
Cc1cc(CSc2ccccc2)ccc1NC(=O)c1ccc(Br)cc1	-9.8%	-12.0%	-5.3%	10.5%[57.1 µM]	-12.0%[57.1 µM]	-4.7%	0.4%	6.3%	-7.9%

Among those listed so far, these have fluorine:
SMILES	Vif-A3F inh	USP1-UAF1 inh	RGS4 inh	TrxR1 inh	TrxR1 substrate	12-LOX inh	RXFP1 agonist	IDH1 R132H inh	Vif-APOBEC3G blk
CCCc1c(C(=O)N/N=C/c2cccc(OCc3ccc(F)cc3)c2)nnn1-c1nonc1N	2.6%	-9.5%	-3.8%	12.6%	2.2%	-0.9%	1.9%	0.0%	-0.4%
C=CCN(CC(=O)NC1CC1)S(=O)(=O)c1cccc(C(F)(F)F)c1	1.6%	-16.3%	-13.6%	11.7%	1.9%	?	/	-2.2%	0.2%

The listing continues:
SMILES	Vif-A3F inh	USP1-UAF1 inh	RGS4 inh	TrxR1 inh	TrxR1 substrate	12-LOX inh	RXFP1 agonist	IDH1 R132H inh	Vif-APOBEC3G blk
Cc1cc(C(=O)OCC(=O)Nc2ccccc2C)c(C)o1	-17.4%	-3.7%	-19.1%	6.1%	3.0%	213.3%[activator]	2.1%	2.0%	-2.5%
Cn1c(NCc2ccco2)nc2c1c(=O)n(Cc1ccc(Cl)c(Cl)c1)c(=O)n2C	-8.6%	-25.6%	-15.4%	6.4%[57.1 µM]	8.8%[57.1 µM]	?	1.5%	2.4%	-5.1%
CCN(CC)c1ccc(S(=O)(=O)N2CCOCC2)cc1NC(=O)Nc1ccccc1	2.7%	-23.0%	-9.6%	17.3%[57.1 µM]	7.9%[57.1 µM]	?	/	1.2%	-1.2%
COc1cc2ccc(=O)oc2cc1O	-4.4%	-6.4%	-19.4%	-4.9%[57.1 µM]	618.7%[activator][57.1 µM]	11.9%	14.0%	0.0%	0.4%
CCC1CCCCN1CCCNC(=O)Cn1c(=O)c2cccn2c2cccnc21 (stereo not given)	1.0%	-16.6%	-7.3%	31.9%	21.1%	-14.6%	2.3%	0.2%	0.8%
COc1ccc(C(=O)NCC(c2ccco2)N2CCCC2)cc1S(=O)(=O)N1CCCCC1C (stereo not given)	5.5%	-12.1%	7.3%	6.5%	-2.7%	1.6%	-2.1%	-8.6%	-11.6%
COc1ccc(NC(=O)c2ccccc2N(Cc2ccccc2)S(C)(=O)=O)cc1	0.6%	-16.8%	-18.2%	13.6%	3.4%	-1.9%	0.9%	12.1%	1.0%
CN1CCN(C(=O)c2cccc(-c3cc(O)c4ncccc4c3)c2)CC1	?	/	2.7%	3.5%	5.7%[57.1 µM]	-7.4%	0.2%	/	-3.6%
O=C(CNC(=O)c1ccccc1F)NC1=NCCS1	8.1%	-16.8%	6.0%	4.7%	-7.0%	16.9%	0.9%	-10.5%	-1.6%
COc1cc(C(=O)N2CCN(C3CCCCC3)CC2)cc(OC)c1OC	6.6%	-21.4%	-10.5%	33.6%	4.7%	2.2%&0.0%	-2.6%	-3.6%	-9.0%
CCOC(=O)Cc1cc(=O)c2cc(C)ccc2[nH]1	-6.3%	-5.4%	-12.7%	-4.2%[57.1 µM]	3.5%[0.0914 µM]	0.0%	0.8%	0.0%	0.1%
O=C(CSc1nc2ccccc2[nH]1)Nc1nc(-c2ccc(Br)cc2)cs1	-0.1%	-9.5%	-12.1%	20.1%	0.7%	-2.8%	1.0%	3.5%	-2.4%
CN1CC(=O)N(CC(=O)Nc2ccc(SC(F)F)cc2)C1=O	3.5%	-11.9%	-43.8%	38.2%[activator][57.1 µM]	-1.0%[57.1 µM]	3.1%	-1.9%	-3.5%	5.0%
COc1ccc(C(=O)NC(=S)N2CCN(C)CC2)cc1Br	-0.3%	-4.0%	-30.2%	-3.1%[57.1 µM]	6.3%[0.0914 µM]	0.0%	1.7%	3.1%	-0.5%
CCCN(CCC)CCCNC(=O)c1cc2c(=O)[nH]c3ccccc3c2n1C	7.0%&-3.2%	-11.6%&-29.5%	19.6%&-16.9%	15.3%&16.6%	16.7%&23.8%	0.4%&-21.3%	1.4%&4.4%	3.6%&4.9%	-1.5%&1.7%
Cc1nc2ccc(OC(=O)c3ccccc3)cc2s1	-7.9%	4.1%	-28.1%	1.4%	-6.8%	3.6%	0.2%	13.5%	-6.8%
CCOc1ccc(N2C(=O)C3C(c4ccccc4)=NN(c4ccccc4)C3C2=O)cc1 (stereo not given)	-3.5%	1.9%	4.7%	113.6%[activator]	277.9%[activator]	-35.3%	5.4%	8.6%	-0.4%
CCN1CCN(C(=O)/C=C/c2ccc(OC)c(OC)c2)CC1	-5.3%	-9.5%	1.1%	-22.7%	4.8%[57.1 µM]	0.0%	-0.5%	5.9%	2.3%
Cc1c(NS(=O)(=O)c2cc([N+](=O)[O-])ccc2Cl)c(=O)n(-c2ccccc2)n1C	-6.6%	-9.5%	3.3%	9.4%[57.1 µM]	3.9%[57.1 µM]	0.0%	/	-8.2%	0.8%
COC(=O)CN1C(=O)Nc2ccc(Br)cc2C1c1ccccc1 (stereo not given)	/	-9.4%	-11.2%	-1.9%	-0.3%	-12.0%	1.1%	-0.3%	2.7%
CCOC(=O)c1cc(-c2ccc(OC)cc2)n(CCC(=O)Nc2cccc(C(C)=O)c2)c1C	4.3%	-16.0%	11.2%	28.9%[57.1 µM]	-1.5%[57.1 µM]	-28.2%	-0.3%	-10.1%	0.8%
N#CCc1nc2n(n1)Cc1ccccc1-2	-6.1%	-13.7%	22.4%	27.7%	12.8%	21.7%	3.4%	-2.7%	-4.4%
CN1c2ccsc2/C(=N/Nc2ccccc2)CS1(=O)=O	-13.4%	-22.8%	-51.4%	-9.9%[57.1 µM]	-10.8%[57.1 µM]	?	-2.2%	-0.7%	-0.5%
O=C(CCC1CCCN(Cc2ccc3c(c2)CCO3)C1)NCc1ccc(F)c(F)c1 (stereo not given)	2.3%	-17.9%	7.6%	20.8%	0.6%	-18.4%	0.7%	-3.7%	0.9%
CC(C)CNC(=O)C(=O)NNC(=O)c1ccco1	-0.8%	7.2%	-10.3%	31.3%[57.1 µM]	8.7%[57.1 µM]	-7.7%	1.5%	1.9%	-1.1%

Screening results as filed in PubChem BioAssay.
